Screens from PubChem.
ALDH1A1 block = ALDH1A1 (human) enzyme inhibition; AID 1030; Purified ALDH1A1, NADH fluorescence, propionaldehyde substrate; Potency, µM (highest dose often 75.3 µM), without a hit: at the top dose activity, negative = inhibition, hits mostly inhibitors; 7.3% of 220,000 active; P00352; active = well fitted inhibition curve with a large enough effect, not every such curve was filed as active; inconclusive = small, poorly fitted or top-dose-only effect, or another doubt; inactive = no such curve, though single readings can be large or run the other way;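 note: plate controls were no enzyme wells and a reference inhibitor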
Target sequence (P00352 whole entry, looked up): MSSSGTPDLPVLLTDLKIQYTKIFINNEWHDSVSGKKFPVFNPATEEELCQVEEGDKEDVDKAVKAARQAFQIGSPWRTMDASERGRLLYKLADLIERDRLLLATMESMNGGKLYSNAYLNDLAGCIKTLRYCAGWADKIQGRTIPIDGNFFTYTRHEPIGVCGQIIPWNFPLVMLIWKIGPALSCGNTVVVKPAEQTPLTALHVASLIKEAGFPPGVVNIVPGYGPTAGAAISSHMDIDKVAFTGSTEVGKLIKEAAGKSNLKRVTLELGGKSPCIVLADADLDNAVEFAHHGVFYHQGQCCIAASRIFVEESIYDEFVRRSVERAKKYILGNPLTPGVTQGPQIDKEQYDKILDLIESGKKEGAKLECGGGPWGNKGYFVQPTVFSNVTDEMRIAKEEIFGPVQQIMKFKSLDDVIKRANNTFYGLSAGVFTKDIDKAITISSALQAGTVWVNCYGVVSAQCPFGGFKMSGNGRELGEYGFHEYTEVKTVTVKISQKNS
aGal spleen mod = inhibits or activates alpha-galactosidase in human spleen homogenate; P06280; human spleen homogenate, 4MU-alpha-Gal fluorescence, 40 min; Potency, µM (doses to about 80 µM), without a hit: at the top dose activity change, negative = inhibition, actives largely listed as inhibitors; 0.008% of 240,000 active; AID 2107;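 note: 0% = enzyme with vehicle and -100% = no enzyme basal signal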
Target sequence (P06280 32-429 limits assumed): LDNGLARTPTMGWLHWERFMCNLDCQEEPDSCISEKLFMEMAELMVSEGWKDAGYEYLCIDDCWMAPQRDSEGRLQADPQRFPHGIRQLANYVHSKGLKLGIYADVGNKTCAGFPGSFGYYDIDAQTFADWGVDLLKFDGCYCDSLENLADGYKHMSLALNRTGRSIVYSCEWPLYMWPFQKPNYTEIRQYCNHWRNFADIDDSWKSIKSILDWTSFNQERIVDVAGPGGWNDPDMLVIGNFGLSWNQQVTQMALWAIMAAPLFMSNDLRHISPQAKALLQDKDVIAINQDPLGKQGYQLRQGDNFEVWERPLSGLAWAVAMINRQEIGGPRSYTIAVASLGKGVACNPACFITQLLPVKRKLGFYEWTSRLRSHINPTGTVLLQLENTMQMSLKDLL
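Spleen homogenate 1 ug + cpd (titration) + 4-MU-alpha-D-galactopyranoside 1 mM; 37C 40 min; 50 mM citrate/phosphate pH 5.0, 0.01% Tween-20; stop pH 10; fluorescence 365/440; AC50 via Hill.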
GAA inh = blocks human lysosomal alpha-glucosidase; P10253; purified human GAA, 4-MU-alpha-glucoside fluorescence; Potency, µM (top dose mostly 76.9 µM), for the others: at the highest dose activity change, negative = inhibition, usual class: inhibitors; 0.005% of 200,000 active;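 note: plate controls were uninhibited enzyme wells for no effect and no-enzyme background for full effect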
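Compounds are titrated up to 77 uM against 4 nM human enzyme. Substrate 4-methylumbelliferyl-alpha-D-pyranoside (400 uM) reacts 20 min at room temperature in pH 5.0 buffer; liberated 4-methylumbelliferone is read at 440 nm.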
KDM4E inh = inhibitors of human JMJD2E histone demethylase; Potency, µM (titrated, usually from 57.1 µM), for the others: top-dose activity change, negative = inhibition, usual class: inhibitors; 1.6% of 230,000 active; JMJD2E catalytic domain, FDH-coupled NADH fluorescence (FDH is formaldehyde dehydrogenase); active = well fitted inhibition curve with a large enough effect, not every such curve was filed as active; inconclusive = small, poorly fitted or top-dose-only effect, or another doubt; inactive = no such curve, though single readings can be large or run the other way;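 note: 0% = wells with enzyme and -100% = buffer wells without enzyme; nearly all actives have a fitted effect of over 50% in size; many of its hits are not listed in these tables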
RGS12 GoLoco inh = RGS12 GoLoco-Gai1 interaction inhibition; P63096; Gai1:RGS12 GoLoco peptide FP, rhodamine, 10 min; Potency, µM (highest dose often 61.6 µM), for the others: top-dose activity, negative = inhibition, usual class: inhibitors; 0.44% of 230,000 active; AID 880; active = well fitted inhibition curve with a large enough effect, not every such curve was filed as active; inactive = no such curve, though single readings can be large or run the other way; note: % is set by controls: 0 for no effect and ±100 for the full control effect; nearly all actives have a fitted effect of over 30% in size; many of its hits are not listed in these tables
GAA glycogen = GAA glycogen-cleavage inhibition or activation; P10253; recombinant GAA, glycogen substrate, Amplex Red glucose oxidase fluorescence; Potency, µM (highest dose often 76.4 µM), for the others: at the highest dose activity change, negative = inhibition, most hits filed as inhibitors; 0.38% of 300,000 active;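 note: 0% = full enzyme reaction and -100% = no-enzyme basal signal; the screen sought inhibitors and activators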
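Natural-substrate format: glycogen cleavage by 4 nM human enzyme, glucose read by Amplex Red coupling (Ex 573, Em 610 nm). Normalized to enzyme and no-enzyme controls.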
GAA spleen mod = inhibits or activates alpha-glucosidase in human spleen homogenate; P10253; human spleen homogenate, 4-MU-alpha-glucoside fluorescence; Potency, µM (series often up to 79.9 µM), for the others: top-dose activity change, negative = inhibition, actives largely listed as inhibitors; 0.006% of 240,000 active;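 note: 0% = enzyme with vehicle and -100% = no enzyme basal signal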
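Human spleen homogenate (1 ug) with 4-methylumbelliferyl-alpha-D-glucopyranoside (1 mM final) in 50 mM citrate/phosphate pH 5.0, 0.01% Tween-20; 40 min at 37 C. Stopped at pH 10; 4-MU fluorescence Ex 365/Em 440 nm; AC50 by Hill fit.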
SMN2 splice up = increases expression of the SMN2 splice variant; Potency, µM (top dose mostly 46.1 µM), for inactives: at the highest dose activity change, positive = activation, most hits filed as activators; HEK293 SMN2-luciferase splicing reporter, luminescence, 30-36 h; AID 1458; 2.8% of 210,000 active; note: % of control where 0% means no effect; nearly all actives have a fitted effect of over 55% in size
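HEK293 cells carry an SMN2 […]–luciferase reporter in which exon 7 inclusion puts luciferase in frame. Cells were plated 10-12 h before compound addition, then incubated 30-36 h at 37C. ONE-Glo luminescence was read; sodium butyrate at 4.5 mM final served as control.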
Starred values were filed as active, the others as inactive; u = inconclusive; x = no result given; & = joins results of further samples; [ ] = dose if it differs, or a comment. Unless noted, calls come from the whole dose curve; as a rule, active = well fitted curve in the direction sought with a large enough effect; inconclusive = small, poorly fitted or top-dose-only effect, or another doubt; inactive = no such curve, though single readings can be large; an effect the other way counts as inactive or inconclusive. Potency is the fitted concentration of half-maximal effect. Only part of the results is shown (hit frequency here may not be typical).

SMILES	ALDH1A1 block	aGal spleen mod	GAA inh	KDM4E inh	RGS12 GoLoco inh	GAA glycogen	GAA spleen mod	SMN2 splice up
CN(C)c1nc(N)nc(Nc2ccccc2C#N)n1	2%	-3%	-1%	5%	3%	4%	-8%	8%
Cc1c(N=C2SCC(=O)N2/N=C/c2ccccc2Cl)c(=O)n(-c2ccccc2)n1C	u	5%	-1%	-4%	5%	-10%	1%	1%
COc1ccc(OC)c(-c2cc(C(=O)Nc3c(C)nn(Cc4ccc(Cl)cc4)c3C)no2)c1	u	-7%	-3%	u	1%	-4%	-3%	-20%
COc1ccc(C)cc1-n1cnnn1	x	8%	x	1%	-61%	-6%	2%	x
Cn1c(CCNC(=O)c2ccco2)nc2cc(NS(=O)(=O)c3ccc(Cl)cc3)ccc21	-5%	-1%	-5%	-1%	3%	-19%	-1%	-19%
Cn1cc(-c2ccccc2C(N)=O)c(=O)c2cc(Cl)ccc21	-9%	-4%	-1%	u	-7%	-9%	-4%	-18%
C/C(=N\OCc1ccccc1C#N)c1cc2ccccc2o1	-3%	-4%	-15%	-26%	10%	1%	-11%	x
COc1ccc(/C(C)=N/NC(=O)c2ccc(CSc3nncn3C)cc2)cc1	4%	0%	0%	31%[activator]	9%	-21%	x	4%
O=C1c2oc3ccccc3c(=O)c2C(c2ccc(O)cc2)N1c1nccs1 (configuration not stated)	3%	8%	4%	-2%	-3%	1%	6%	1%
CC(C)OC(=O)c1ccc(NC(=O)CSc2nc3ncccc3[nH]2)cc1	u	1%	10%	-2%	22%	-5%	4%	-19%
Cc1cc(=O)oc(C)c1C(=O)Nc1ccc2ncccc2c1	1%	-2%	4%	-8%	11%	-6%	-1%	7%
COc1ccccc1NC(=O)c1ccc(SCC(=O)NCc2ccccc2Cl)c([N+](=O)[O-])c1	-12%	-4%	0%	-1%	43%[activator]	3%	2%	-15%
O=c1cnc2cnc(OCc3ccccc3)nc2n1Cc1ccc(F)cc1	u	-9%	x	x	29%	x	11%	-25%
Cc1cc(CN2CCCC(CO)(Cc3cccc(Cl)c3)C2)n[nH]1 (configuration not stated)	-8%	1%	-1%	-13%	15%	9%	1%	x
CCOC(=O)C(C)Sc1nnc(NC(=O)c2ccc(C)c([N+](=O)[O-])c2)s1 (configuration not stated)	u	-15%	1%	-2%	4%	-4%	-1%	-4%

An excerpt of these results, with values under each structure:
Below each compound – ALDH1A1 block	aGal spleen mod	GAA inh	KDM4E inh	RGS12 GoLoco inh	GAA glycogen	GAA spleen mod	SMN2 splice up
- C/C(=N\OCc1ccccc1C#N)c1cc2ccccc2o1
    -3%	-4%	-15%	-26%	10%	1%	-11%	x
- COc1ccc(/C(C)=N/NC(=O)c2ccc(CSc3nncn3C)cc2)cc1
    4%	0%	0%	31%[activator]	9%	-21%	x	4%
- O=C1c2oc3ccccc3c(=O)c2C(c2ccc(O)cc2)N1c1nccs1 (configuration not stated)
    3%	8%	4%	-2%	-3%	1%	6%	1%
- CC(C)OC(=O)c1ccc(NC(=O)CSc2nc3ncccc3[nH]2)cc1
    u	1%	10%	-2%	22%	-5%	4%	-19%
- Cc1cc(=O)oc(C)c1C(=O)Nc1ccc2ncccc2c1
    1%	-2%	4%	-8%	11%	-6%	-1%	7%
- COc1ccccc1NC(=O)c1ccc(SCC(=O)NCc2ccccc2Cl)c([N+](=O)[O-])c1
    -12%	-4%	0%	-1%	43%[activator]	3%	2%	-15%
- O=c1cnc2cnc(OCc3ccccc3)nc2n1Cc1ccc(F)cc1
    u	-9%	x	x	29%	x	11%	-25%
- Cc1cc(CN2CCCC(CO)(Cc3cccc(Cl)c3)C2)n[nH]1 (configuration not stated)
    -8%	1%	-1%	-13%	15%	9%	1%	x
- CCOC(=O)C(C)Sc1nnc(NC(=O)c2ccc(C)c([N+](=O)[O-])c2)s1 (configuration not stated)
    u	-15%	1%	-2%	4%	-4%	-1%	-4%

The listing continues:
SMILES	ALDH1A1 block	aGal spleen mod	GAA inh	KDM4E inh	RGS12 GoLoco inh	GAA glycogen	GAA spleen mod	SMN2 splice up
O=C(NCCN1CCOCC1)c1cccc(Cl)c1	1%	3%	6%	-2%	11%	-9%	0%	2%
NC(=O)c1cc(C(=O)c2ccc(Cl)cc2)c[nH]1	1%	-2%	-1%	-3%	0%	21%	5%	u
CCCCC(=O)Nc1ccc2oc(-c3cccnc3)nc2c1	u	u	-5%	u	6%	-1%	1%	12%
Cc1ccc(-c2c[n+](Cc3ccc(Cl)c(Cl)c3)c3n2CCC3)cc1	-2%	-2%	-1%	14%	2%	-1%	-7%	-30%[inhibitor]
CCOC(=O)c1c(-c2cccc([N+](=O)[O-])c2)csc1NC(=O)CCCOc1ccccc1	u	-7%	-1%	2%	x	2%	-4%	x
O=S(=O)(c1ccc2c(c1)OCCO2)N1CCN(Cc2ccccc2)CC1	7%	-2%	-8%	1%	7%	1%	-7%	26%
Cc1cc(C(=O)NNC(=S)NCC(C)C)cs1	10%	-8%	-1%	1%	2%	-23%	-5%	4%
Cc1cccc(C(=O)OC(C)CN2CCOCC2)c1 (configuration not stated)	4%	5%	-1%	6%	1%	-5%	x	0%
C=CCNC(=O)COC(=O)c1nc2nccc(C)n2n1	13%	-2%	-4%	2%	-2%	17%	4%	6%
S=C(NC1CCCC1)N1CCN(C/C=C/c2ccccc2)CC1	-4%	3%	-4%	9%	9%	-5%	1%	-42%[inhibitor]
O=C(O)c1ccc(COc2ccc3c(c2)CCC3)cc1	x	5%	x	1%	5%	5%	1%	x
CC(CC(=O)Nc1ccc(S(=O)(=O)N2CCOCC2)cc1)c1ccccc1 (configuration not stated)	x	-3%	x	2%	0%	-4%	-7%	x
CC(=O)Nc1ccc2c(c1)n(C)c(=O)n2C	3%	1%	-5%	2%	9%	-2%	5%	u
Cc1ccc(NC(=O)Cn2nc(C)c3ccccc3c2=O)cc1	10%	-1%	4%	2%	x	16%	2%	x
O=C(Cn1nnc(-c2ccccc2Cl)n1)N1CCN(S(=O)(=O)c2ccc(Cl)cc2)CC1	u	-20%	u	-1%	19%	-5%	-9%	-19%
O=C(NC(=O)c1ccccc1)NC(=O)c1ccccc1	-3%	0%	-5%	-2%	5%	4%	-2%	20%
O=C(CN1CCCCCC1)Nc1ccc(Br)cc1Br	9%	4%	-1%	2%	-1%	4%	-1%	-9%
c1ccc(CCNc2ccc3nncn3n2)cc1	-7%	0%	-1%	u	2%	0%	5%	-3%
Cc1ccc(-c2csc(=S)n2CC(=O)OCC(=O)NC(C)C(C)C)cc1 (configuration not stated)	1.6µM*	4%	-7%	-3%	0%	4%	-3%	-10%
O=C(CN(c1cccc(C(F)(F)F)c1)S(=O)(=O)c1ccccc1)N1CCOCC1	-8%	-4%	-7%	-7%	-15%	-1%	-4%	-17%
CCOC(=O)c1sc2nc(SC)nc(-c3ccc(Cl)cc3)c2c1N	-3%	7%	1%	11%	-1%	8%	0%	-1%
Cc1cc(/C=N/Nc2ncnc(N)c2[N+](=O)[O-])c(C)n1-c1ccccc1	x	6%	x	-22%	-4%	-10%	2%	x
COc1ccc(C(=O)OCC(=O)Nc2ccc(OC(F)F)cc2)c(OC)c1	7%	-17%	-5%	9%	-12%	-3%	-15%	u
CCCCNC(=O)Cc1cc(=O)[nH]c(=O)[nH]1	-1%	6%	x	3%	-3%	-11%	0%	x
CCn1c(CSc2nnc(-c3cccnc3)n2-c2ccccc2C)nc2cc(C(=O)O)ccc21	u	20%	-5%	u	3.2µM*	10%	13%	11%
COC(C/C=C/C(=O)COCc1ccccc1)OC	x	11%	x	7%	-3%	4%	3%	x
COc1cc(-c2noc(-c3ccccc3C(=O)NCc3ccco3)n2)cc(OC)c1OC	1%	1%	u	-2%	3%	-1%	2%	30%
O=C(O)[C@@H]1C[C@@H](C(=O)O)N1	12%&8%&-2%	5%&7%&13%	x	3%&-18%	13%&9%&-4%	x	-6%&5%&2%	3%&0%
Cc1ccc(N2C(=O)c3ccc(C(=O)O)cc3C2=O)c(C)c1	5%	3%	-1%	-6%	5%	0%	-4%	7%
CCOC(=O)c1c(NC(=O)CSc2n[nH]c(CNc3ccccc3)n2)sc(C)c1C	1%	8%	4%	-1%	6%	7%	0%	-22%
CCc1c2c(nc3ccc(OC)cc13)OC(C)C2 (configuration not stated)	0%	1%	x	u	2%	x	8%	6%
CC(NC(=O)C(C(=O)c1cccc([N+](=O)[O-])c1)n1cc(Cl)ccc1=O)c1ccccc1 (configuration not stated)	2%	3%	2%	1%	5%	-5%	-6%	4%
CN(CC(O)CN)CC(O)CN1CCCCC1 (configuration not stated)	11%	1%	-1%	-5%	9%	-3%	5%	-13%
Cc1cc(C)cc(C(=O)/C=C2\NC(=O)CS2)c1	-3%	u	u	-26%	2%	3%	-27%	-9%
CC1CCCN(c2ccc(C(=O)Nc3nnc(C4CC4)s3)cc2[N+](=O)[O-])C1 (configuration not stated)	2.8µM*	-1%	-12%	7%	-1%	11%	6%	-6%
O=C(Nc1cnccn1)Nc1ccccc1Cl	3%	-1%	2%	u	0%	-8%	2%	-9%
CCCc1cc(=O)oc2cc3oc(C)c(C)c3cc12	u	-10%	-2%	-4%	x	6%	2%	x
Cc1cccc(NC(=S)NCCc2ccccn2)c1	x	9%	x	-6%	-4%	-2%	-8%	x
CC1(C)Cc2c(c(-c3ccco3)nc3n[nH]c(N)c23)CO1	25µM*	-7%	-16%	-26%	2%	-25%	-4%	8%
Cc1ccc(CN2CCN(Cc3cn(C(C)C)c4ccccc34)CC2CCO)o1 (configuration not stated)	-26%	-13%	6%	-4%	-6%	-9%	-7%	x
COC(=O)c1ccc(C)c(NC(=O)CCSc2ccc(Cl)cc2)c1	1%	-1%	-5%	2%	-18%	u	-11%	-16%
COc1ccc(CC(=O)Nc2nc(-c3cccnc3)cs2)cc1	-8%	2%	-8%	-2%	-3%	1%	-5%	-27%
